# DENV2 CPE: inhibitors of DENV2 cytopathic effect, primary screen, cell-based, plate reader, single concentration | DENV2-infected cells, cytopathic effect rescue | 1.7% of 350,000 active | CPE inhibition, % at 9.99 µM | AID 651640, 2012; in the data active = CPE inhibition above about 20%, passing the limit was not always enough; inconclusive = no clear call, values can overlap the other calls; tested in BHK-21 cells;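 note: 0% = median of neutral control wells and 100% = median of positive control wells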
# INS-1E GSIS act: GLuc luminescence reporter in INS-1E cells, primary screen for activators of glucose-dependent secretion of insulin | INS-1E GLuc reporter insulin secretion, 2-3 h | AID 743287, 2014 | activation, % at 16.6 µM | 0.61% of 370,000 active;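 active = lowest replicate activation of at least 40%, so every replicate reaches that level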;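 note: 0% = median of neutral control wells and 100% = median of IBMX positive control wells; some compounds called inactive have numbers as strong as hits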
# PAX8 reporter: inhibitors of PAX8-driven TPO luciferase reporter, primary screen, RMG-I cells, single concentration | 1.2% of 360,000 active | SteadyGlo, 24 h | inhibition, % at 12.6 µM;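 active = mean replicate inhibition at least 60% with every replicate also reaching 60%; inconclusive = only one of the two criteria is met; inactive = mean below 60% and not all replicates reaching 60%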;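 note: luciferase light reporting Pax8 driven TPO promoter activity; plate controls were median of neutral control wells for no effect and mitoxantrone controls for full effect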
# EWS-Fli inh: EWS/Fli-driven NR0B1 reporter inhibitors, primary screen, A673 cells, NR0B1 luciferase, luminescence, MLPCN library | viability-normalised | inhibition, % at 12.6 µM | 0.67% of 350,000 active;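 active = mean inhibition of at least 50% after viability correction, with every replicate also passing that limit; inconclusive = mean reaches 50% but only one of two replicates passes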;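 note: firefly luciferase signal divided by Alamar Blue viability fluorescence both relative to DMSO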
# F508del corr: F508del CFTR correction, initial screen, CFBE line, single point; CFBE cells, YFP halide quenching; stimulated with forskolin plus potentiator P3; % fluorescence drop versus neutral controls; activity (quench increase), % at 7.58 µM; 0.36% of 350,000 active;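 active = mean added fluorescence quench of at least 8% versus neutral control, with both replicates also reaching 8%; inconclusive = only one of the mean or replicate conditions met; inactive = mean below 8% and not both replicates reaching 8%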;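 note: cells transiently co-express mutant CFTR-F508del with the halide-sensitive YFP; corrector assay measuring rescue of mutant channel to the surface after 24 h compound exposure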
# FN deposit inh: inhibitors of fibronectin matrix deposition, primary screen, AH1F cells, Alexa488-fibronectin fluorescence, plate reader | AH1F fibroblasts, overnight | inhibition, % at 12.6 µM | 0.086% of 350,000 active | AID 743247, 2014;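 active = mean inhibition across replicates of 30% or more, regardless of how many single replicates reach that level; inconclusive = mean under 30% yet at least half of replicates reach 30%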;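 note: positive control wells lacked labelled fibronectin entirely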
#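 material = AH1F fibroblast monolayer depositing Alexa488-labelled fibronectin into matrix | amount = 10000 AH1F cells/well | buffer or medium = DMEM plus 2% serum, read in PBS | incubation = 1 h cell adhesion before compound, then overnight fibronectin incubation | detection = fluorescence at 485 nm excitation, 525 nm emission | evaluation = percent inhibition as loss of matrix-bound fibronectin fluorescence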
# miR122 inh: miR-122 Renilla sensor signal increase in Huh7, primary screen, miR-122 inhibitor project, cell-based, single point, plate reader | 0.3% of 340,000 active | activation (reporter increase), % at 12.5 µM | Huh7 miR-122 Renilla luciferase sensor, 48 h; neutral wells = 0, positive control = 100 | AID 602342, 2012;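 active = mean replicate activation score at least 90 and every replicate individually at or above 90; inconclusive = only one of the two criteria met; inactive = neither criterion met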;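 note: higher luciferase means less miR-122 activity so hits act as miR-122 inhibitors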
# * hit, by the source's call; ? = inconclusive; nt = not tested or not shown; & = joins results of further samples; [ ] = another dose, or the depositor's remark.
Compound,DENV2 CPE,INS-1E GSIS act,PAX8 reporter,EWS-Fli inh,F508del corr,FN deposit inh,miR122 inh
O=c1[nH]c2ccccc2cc1CN(Cc1cccnc1)S(=O)(=O)c1ccc([N+](=O)[O-])cc1,0,13,-9,nt,0.5,-3,-4
O=C1c2ccccc2C(c2nnnn2Cc2ccccc2)N1Cc1cccs1 (configuration not stated),-4&-3,10&1,5&13,-34&2,-1.9&-3.9,0,nt
COc1cc(/C=C2/C(=N)N3OC(C)=CC3=NC2=O)ccc1OC(=O)c1ccco1,4,2,-2,1,nt,1,nt
Cc1ccc(NC(=O)COC(=O)C2(c3ccc(Cl)cc3)CCCC2)cc1,0,nt,-6,-6,nt,3,1
COc1ncnc2c1oc1ccccc12,6,-7,-12,-89,-1.2,-3,5
Cc1noc(-c2ccccc2)c1NC(=O)Nc1ccc2nc([C@H]3C[C@H](O)[C@@H](CO)O3)[nH]c2c1,-4,15,3,-3,-0.3,-5,nt
O=C(O)c1nn(Cc2ncc(-c3cccc(Cl)c3)o2)c(=O)c2ccccc12,-3,1,-7,-1,-0.4,-2,1
Cc1ccc2[nH]ccc(=O)c2c1,-8,1,-22,6,1.2,15,8
COc1ccc(N(CC(=O)NC2CCCCC2)C(=O)CCC(=O)Nc2nc(C)cs2)cc1,11,-2,14,6,0.0,2,nt
COc1ccccc1CN(C)C[C@@H]1OCc2cn(nn2)CCCC(=O)N([C@H](C)CO)C[C@@H]1C,18,5,nt,6,4.1,-1,-2[16.7 µM]
Clc1ccccc1OCCCOc1cccc2cccnc12,0,-15,-35,-105,0.8,7,nt
COCC#Cc1cnc2c(c1)C(=O)N([C@H](C)CO)C[C@H](C)[C@H](CN(C)C(=O)C1CCOCC1)O2,8,25,15,-3,-1.8,-4,nt
COc1ccc(NC(=O)c2cc(S(=O)(=O)N3CCc4ccccc43)cn2C)cc1OC,5,0,10,-3,0.7,1,2
COC(C(=O)Nc1ccc(S(=O)(=O)N2CCCCC2)cc1)c1ccccc1 (configuration not stated),8,-15,nt,9,-3.4,nt,2
COc1ccc(OC)c(S(=O)(=O)NCC(=O)NC2CCCCCC2)c1,13,8,-1,0,-0.2,-14,nt
C[C@@H]1CN([C@@H](C)CO)C(=O)c2cc(NC(=O)CCC(F)(F)F)ccc2O[C@H]1CN(C)CC1CCCCC1,0,2,0,-13,0.1,-4,2[16.7 µM]
C[C@H](CO)N1C[C@H](C)[C@H](CN(C)CC2CCCCC2)Oc2ccc(NC(=O)CCCCCC(=O)Nc3ccccc3N)cc2CC1=O,7,22,16,52*,-1.0,-8,8[16.7 µM]
O=C(CN1CCN(Cc2cccc3ccccc23)CC1)NCCc1ccccc1,7,-26,22,5,-2.1,1,1
COc1ccc(OC)c(CN2C(=O)CN(S(C)(=O)=O)CC2(C)C(=O)NC(C)C)c1 (configuration not stated),-10,11,-2,2,-0.3,5,nt
CCOC(=O)/C(C#N)=C/c1c(N2CCN(c3ccccc3)CC2)nc2ccccn2c1=O,3,-25,-34,-44,-2.3,11,nt
CCCNC(=O)N[C@@H]1CC[C@@H](CC(=O)NCCc2ccccc2)O[C@H]1CO,-2,0,-8,-1,2.5,-4,-4[16.7 µM]
CCCC#Cc1cnc2c(c1)C(=O)N([C@H](C)CO)C[C@H](C)[C@H](CN(C)C(=O)Nc1c(C)noc1C)O2,-7,2,nt,-36,-0.6,-3,-2[16.7 µM]
COc1cccc(CN2C(=O)[C@@H]3Cc4c([nH]c5ccccc45)C(C)(C)N3C2=O)c1,2,-40,54,15,1.2,-5,nt
Cc1ccc(S(=O)(=O)Nc2ccc3c(c2)C(=O)N([C@@H](C)CO)C[C@@H](C)[C@@H](CN(C)C(=O)c2ccccc2)OCCCC[C@@H](C)O3)cc1,1,-31,16,3,0.8,1,-7[16.7 µM]
CC(C)(C)c1csc(NC2=NS(=O)(=O)c3ccccc32)n1,3,-11,nt,-46,-3.7,nt,-2
Cc1ccc(S(=O)(=O)N(C)C[C@@H]2Oc3cc(C4=CCCC4)ccc3S(=O)(=O)N([C@@H](C)CO)C[C@H]2C)cc1,5,9,71*,10,4.8,nt,-23[16.7 µM]
Cc1ccc(C(=O)C(C)[n+]2cccc(C(N)=O)c2)cc1 (configuration not stated),0,8,1,-4,0.8,-4,nt
Cc1cc(C)nc(Nc2n[nH]c(-c3ccccc3N)n2)n1,-2,nt,-10,22,0.2,11,0
O=C(Nc1cccc2ncccc12)c1ccc(Br)c([N+](=O)[O-])c1,nt,-2,-2,23,-2.8,-1,nt
COc1cccc(-c2ccc3c(c2)[C@H]2[C@H](CCN2C(=O)c2ccccc2F)[C@@H](CO)N3C)c1,-5,-25,14,0,-2.6,-10,4[16.7 µM]
CC(C)NC(=O)Nc1ccc2c(c1)C(=O)N(C)[C@@H]1CC[C@H](CC(=O)Nc3ccccc3)O[C@@H]1CO2,0,-7,9,-7,-2.3,-35,-1[16.7 µM]
O=C1CCC(c2ccccc2)(C2CCN(Cc3ccccc3)CC2)C(=O)N1 (configuration not stated),14,6,-22,-2,2.8,-2,1
CN1C(=O)c2cc(NC(=O)C3CCC3)ccc2OC[C@@H]2O[C@H](CC(=O)NCC3CCCCC3)CC[C@@H]21,16,-23,-13,6,-2.7,0,nt
CO[C@H]1CN(C)C(=O)c2ccc(NC(=O)c3ccccc3F)cc2OC[C@H](C)N(C)C[C@@H]1C,nt,2,-4,-2,0.7,3,-8[16.7 µM]
Cc1ccc2c(c1)N(CCCC(=O)Nc1cccc(C(F)(F)F)c1)C(=O)CO2,1,1,-2,4,1.0,-1,-2
COc1ccc(-c2csc(Nc3ccc(S(N)(=O)=O)cc3)n2)cc1,nt,nt,-29,nt,nt,0,-9
O=C(c1ccccc1F)N1CCN(S(=O)(=O)c2ccc3ccccc3c2)CC1,-3,-24,23,12,0.9,10,-1
COc1ccc(N2CCN(C(=O)COC(=O)c3oc4ccc(OC)cc4c3C)CC2)cc1,7,-11,-7,7,-1.2,-1,-4
COC(=O)c1c2oc(c1C(=O)OC)C(=O)N(C)Cc1cn(nn1)C[C@@H](Cc1ccccc1)NC(=O)N[C@H](CO)CC2,0,nt,-14,-1,1.0,nt,nt
COc1ccc(N(CC(=O)NC2CCCCC2)S(=O)(=O)c2c(C)[nH]c(=O)[nH]c2=O)cc1,-6,9,-6,-2,3.7,-6,3
COc1cc(C(=O)OC2CC3CCC2(C)C3(C)C)ccc1OC(C)=O (configuration not stated),?,10,nt,-28,0.3,nt,-7
COCC(=O)Nc1ccc2c(c1)[C@@H]1C[C@H](CC(=O)NCC(F)(F)F)O[C@H](CO)[C@@H]1O2,-2,8,-14,-6,1.9,nt,13[16.7 µM]
CC(C)(C)OC(=O)N1CCC[C@H]1c1nnc(SCC(=O)Nc2cccc(Cl)c2)o1,1,-41,-3,6,-1.1,-3,nt
Cc1ccc(S(=O)(=O)N2CCN(c3ccnc4cc(Cl)ccc34)CC2)cc1C,nt,-8,-1,7,-2.4,-1,0
CC1CN(c2ccccn2)C(C)CN1C(=S)Nc1ccccc1 (configuration not stated),-4,2,nt,7,-1.4,-4,-9
Cc1ccc(Nc2cc(Cl)nc(N)n2)c([N+](=O)[O-])c1,6,nt,-14,-18,-1.6,3,7
CC(C)(C)C1C/C(=C/c2ccco2)C(=O)/C(=C/c2ccco2)C1 (configuration not stated),nt,-37,22,nt,nt,-7,7
COc1ccc(Cl)cc1NS(=O)(=O)c1cccc(C(=O)NC2CCN(Cc3ccccc3)CC2)c1,4,nt,2,6,0.5,4,2
O=C(NC1CCCCC1)[C@@H]1CC=C[C@@H]2CCN(C3CCCCC3)C(=O)[C@@H]21,?,26,2,-11,0.3,7,6
CN(C)C(=O)C[C@H]1C=C[C@@H](NC(=O)C2CCC2)[C@H](CO)O1,-1,7,-5,0,-1.2,-7,nt
O=Cc1cnc2ccccc2c1-c1ccccc1,-1,-17,3,4,-4.1,6,-5
CCc1cc2c(=O)n3c(nc2s1)-c1[nH]c2ccc(OC)cc2c1CC3,11,0,-95,-40,nt,-5,nt
CCc1cc2c(NCc3ccccc3)nc(C)nc2s1,-9,-33,34,9,0.8,11,5
O=C(CSc1nc2c(c(=O)n1-c1ccccc1)SCC2)NCC1CCCO1 (configuration not stated),0,0,-1,5,-0.8,3,1
COc1ccc(S(=O)(=O)CCC(=O)NCCc2ccc(Cl)cc2)cc1,10,nt,nt,0,-2.4,nt,-5
CCOC(=O)C1CSCCS(=O)(=O)N1Cc1ccc(F)cc1F (configuration not stated),-2,6,8,2,0.0,-8,nt

# Later entries
Compound,DENV2 CPE,INS-1E GSIS act,PAX8 reporter,EWS-Fli inh,F508del corr,FN deposit inh,miR122 inh
C[C@@H]1CN([C@@H](C)CO)C(=O)c2cc(C#Cc3cccnc3)cnc2O[C@H]1CN(C)C(=O)CC1CC1,6,36,nt,13,-0.4,-6,0[16.7 µM]
CCOC(=O)c1sc2ccc(S(=O)(=O)N3CC(C)CC(C)C3)cc2c1N (configuration not stated),nt,-5,0,nt,nt,-13,nt
Cc1ccc(S(=O)(=O)NCCC(=O)NC(C)CCc2ccccc2)cc1 (configuration not stated),-2,-3,-4,1,-2.2,-2,-1
Cc1ccc(NC(=O)COC(=O)CCc2ccc(S(=O)(=O)N3CCOCC3)cc2)c(C)c1,-2,nt,18,15,0.7,4,nt
COc1cccc(NC(=O)CCC2CCN(C(=O)c3cncs3)CC2)c1,6,12,-2,3,-0.4,7,-6
CCN(/N=C/c1ccc(N(C)C)cc1)c1nc2ccccc2[nH]1,5,-6,-36,-11,1.5,-9,nt
Cc1cc(C(=O)CSc2nnc(Cc3ccccc3)o2)c(C)n1Cc1ccc2c(c1)OCO2,nt,nt,13,nt,nt,-8,3
Cc1ccccc1S(=O)(=O)N1C[C@H](O)COC[C@H]2O[C@@H](CC(=O)O)CC[C@@H]21,3,11,-7,-6,3.1,5,0[16.7 µM]
Nc1nc(NCC2CCCO2)nc(NCC2CCCO2)c1[N+](=O)[O-] (configuration not stated),nt,15,-4,nt,nt,nt,2
CC(C)(C)C(=O)Nc1cccc(C(=O)Nc2cc(C(=O)O)cc(C(=O)O)c2)c1,-1,-6,28,2,-1.4,1,-4
O=C(COC(=O)c1c2c(nc3ccccc13)CCCCC2)c1ccc(Cl)s1,nt,-14,-15,nt,nt,4,nt
O=C(NCc1cccs1)C(=O)c1c[nH]c2ccccc12,?,-9,-26,-14,nt,4,nt
Cc1cc(O)c(C(C)C)cc1NC(=O)Nc1cccc2ccccc12,2,18,24,15,-0.7,3,-6
COCC(=O)N(C)C[C@@H]1Oc2ncc(-c3ccccc3F)cc2C(=O)N([C@H](C)CO)C[C@@H]1C,2,6,-15,-7,-1.9,6,nt
Cc1cc(C)n2c(NC3CCCC3)c(-c3cccnc3)nc2n1,22*,7,-8,-2,2.7,7,nt
O=C(COc1ccc(Cl)cc1[N+](=O)[O-])NC1CCCCC1,-4,14,-169,-101,-1.7,1,-7

# High-throughput results from PubChem BioAssay.

# Compounds as they come, and some 3.9% of all compounds hit somewhere here.
